A549 tox = Nrf2 qHTS screen for inhibitors: counterscreen for cytotoxicity. AID 504648, 2011. 390,000 compounds, 0.16% hits. Potency, µM (top dose mostly 46 µM), for inactives: at the top dose activity change, negative = cytotoxicity, hits mostly inhibitors. A549 ARE-Fluc cells, CellTiter-Fluor viability, 18-24 h; further: potency means the concentration at half of the fitted maximal effect; on the % scale 0 is the no-effect control and ±100 the full control effect
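A549 ARE_Fluc cells in 5% FBS OPTI-MEM were exposed to compounds in concentration-response for 18-24 h at 37 deg C. Viability was read by CellTiter-Fluor fluorescence (Ex 405/Em 525) after 30 min, before the luciferase read.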
EPAC2 ag = qHTS for Agonist of cAMP-regulated guanine nucleotide exchange factor 4 (EPAC2): primary screen | Rap guanine nucleotide exchange factor 4 (Homo sapiens), Q8WZA2 | EPAC2 activation, biochemical qHTS; response scale: 100% = 6.5 mM cAMP response | Potency, µM (top dose mostly 154 µM), for the others: top-dose activation, actives largely listed as activators | 360,000 compounds, 0.079% hits | AID 720711, 2013; further: potency means the concentration at half of the fitted maximal effect; nearly all actives have a fitted effect of over 50% in size
Target sequence (Q8WZA2 whole entry, looked up): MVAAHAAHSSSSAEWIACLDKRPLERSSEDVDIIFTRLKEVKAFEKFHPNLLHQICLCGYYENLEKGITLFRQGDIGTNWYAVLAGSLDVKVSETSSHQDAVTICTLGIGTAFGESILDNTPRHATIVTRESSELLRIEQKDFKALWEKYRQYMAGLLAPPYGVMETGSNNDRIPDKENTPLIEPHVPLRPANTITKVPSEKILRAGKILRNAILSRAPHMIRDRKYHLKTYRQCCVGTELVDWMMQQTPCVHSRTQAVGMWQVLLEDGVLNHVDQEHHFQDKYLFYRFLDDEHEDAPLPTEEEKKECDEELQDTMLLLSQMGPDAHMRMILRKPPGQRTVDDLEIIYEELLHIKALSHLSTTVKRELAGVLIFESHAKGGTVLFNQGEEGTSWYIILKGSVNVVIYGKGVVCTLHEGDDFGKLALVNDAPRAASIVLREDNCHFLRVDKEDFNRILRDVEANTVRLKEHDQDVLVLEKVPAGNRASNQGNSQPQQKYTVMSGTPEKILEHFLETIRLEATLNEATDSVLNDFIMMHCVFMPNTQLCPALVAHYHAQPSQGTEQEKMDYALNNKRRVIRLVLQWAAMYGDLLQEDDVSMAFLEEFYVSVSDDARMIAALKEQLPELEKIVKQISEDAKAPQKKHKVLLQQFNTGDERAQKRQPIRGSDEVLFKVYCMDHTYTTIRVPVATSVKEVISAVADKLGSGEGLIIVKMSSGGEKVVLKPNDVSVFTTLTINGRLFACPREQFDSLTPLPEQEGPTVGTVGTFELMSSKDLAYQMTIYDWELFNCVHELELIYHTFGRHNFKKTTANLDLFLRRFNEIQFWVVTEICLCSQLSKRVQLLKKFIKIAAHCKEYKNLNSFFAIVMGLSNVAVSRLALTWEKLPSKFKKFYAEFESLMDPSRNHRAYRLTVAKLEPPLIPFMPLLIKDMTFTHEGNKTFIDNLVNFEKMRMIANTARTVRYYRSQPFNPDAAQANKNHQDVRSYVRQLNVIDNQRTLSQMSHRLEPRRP
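Guanine nucleotide exchange by EPAC2 is measured as reduced fluorescence of BODIPY-GDP once it is released from 250 nM Rap1B. Plates are read kinetically for 30 min at room temperature; results are scaled to 6.5 mM cAMP.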
Nrf2 ARE act = qHTS of Nrf2 Activators; Potency, µM (doses to about 46.1 µM), for inactives: top-dose activation, actives largely listed as activators; 410,000 compounds, 0.31% hits; AREc32 ARE-luciferase reporter (MCF7-derived line), luminescence, 24 h; further: potency means the concentration at half of the fitted maximal effect; % of control where 0% means no effect; nearly all actives have a fitted effect of over 65% in size
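For detection, Steady-Glo was added and plates sat 30 min at RT; before that, AREc32_Fluc cells grown overnight in OPTI-MEM/5% FBS had been treated with 23 nL compound for 24 hr at 37 deg C.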
EPAC2 antag = qHTS for Antagonist of cAMP-regulated guanine nucleotide exchange factor 2 (EPAC2): primary screen; AID 720708, 2013; Rap guanine nucleotide exchange factor 4 (Homo sapiens), Q8WZA2; 360,000 compounds, 0.18% hits; EPAC2 GEF exchange of Rap1B-BODIPY-GDP, fluorescence; Potency, µM (highest dose often 114 µM), for the others: top-dose activity, negative = inhibition, usual class: inhibitors; further: potency means the concentration at half of the fitted maximal effect; on the % scale 0 is the no-effect control and ±100 the full control effect; nearly all actives have a fitted effect of over 45% in size; many of its hits are not listed in these tables
TGFb SMAD3 inh = qHTS for Inhibitors of TGF-b | Potency, µM (doses to about 46.1 µM), without a hit: at the highest dose activity, negative = inhibition, actives largely listed as inhibitors | HepG2 CAGA-GFP TGF-b/SMAD3 reporter, GFP fluorescence, 18 h; TGF-beta stimulated, 500 pg/mL final | 410,000 compounds, 1.2% hits; further: potency means the concentration at half of the fitted maximal effect; on the % scale 0 is the no-effect control and ±100 the full control effect; nearly all actives have a fitted effect of over 65% in size
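HEPG2 CAGA-GFP cells (1000/well, DMEM with 1% FBS) were pre-incubated 2 h at 37 degrees C, given compound by pin tool, then stimulated with TGF-beta at 500 pg/mL final for 18 h before per-cell GFP fluorescence imaging.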
Nrf2 inh = Nrf2 qHTS screen for inhibitors; A549 ARE-Fluc reporter, luciferase luminescence, 18-24 h; Potency, µM (titrated, usually from 46 µM), without a hit: top-dose activity change, negative = inhibition, most hits filed as inhibitors; 360,000 compounds, 2.1% hits; further: potency means the concentration at half of the fitted maximal effect; on the % scale 0 is the no-effect control and ±100 the full control effect; nearly all actives have a fitted effect of over 60% in size
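Nrf2 activity is the BugLite luminescence, read 15 min after reagent at room temperature, following CellTiter-Fluor cytotoxicity readout (30 min, 37C). Compound titrations were applied for 18-24 h to 5000 A549 ARE_Fluc cells/well in 5% FBS OPTI-MEM.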
CCT chaperon mod = High-Throughput Screening for Modulators of Cytosolic Chaperonin Activity. purified chaperonin ATPase assay, HTRF ADP detection, 30 min. activity change, % (test concentration not listed), hits read low. 360,000 compounds, 0.3% hits. AID 651819, 2012; in the data active means activity change below about -30%; further: on the % scale 0 is the no-effect control and ±100 the full control effect
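First, chaperonin was dispensed at 40 nM or 20 nM final depending on batch activity. Next, compounds were pinned at 76 uM and ATP added at 10 uM. After 30 min at 37 °C, ADP detection reagents ran 30 min at ambient temperature.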
pAkt inh = HTS Assay for Inhibitors of Akt Phophorylation: Primary Screen. activity change, % for hits at 50 µM. Neuro2A IGF-stimulated pAkt S473 HTRF, 20 min; hits give low values. AID 651550, 2012. 360,000 compounds, 0.32% hits; in the data active means activity change below about -80%; inconclusive means mostly about -51% to -80%; further: on the % scale 0 is the no-effect control and ±100 the full control effect
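Neuro2A cells (4,500/well, DMEM with 0.5% FBS) were treated with compound at a single 50 µM final concentration, stimulated with 6 nM IGF for 20 min at 37 °C, and lysed. Phospho-Akt Ser473 was read by HTRF as 665/615 ratio ×10^4.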
MmCpn inh = Inhibitors of TCP-1 ring complex (TRiC) of Methanococcus maripaludis (MmCpn): qHTS; Chaperonin Mm-Cpn (Methanococcus maripaludis); purified Mm-Cpn ATPase, ADP Transcreener TR-FRET; Potency, µM (series often up to 76.9 µM), for inactives: at the top dose activity, negative = inhibition, usual class: inhibitors; 330,000 compounds, 0.031% hits; AID 504842, 2011; further: potency means the concentration at half of the fitted maximal effect; on the % scale 0 is the no-effect control and ±100 the full control effect; nearly all actives have a fitted effect of over 80% in size
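Compound-treated chaperonin, 25 nM final, turns over 10 uM ATP at 37°C for 30 min following a 10 min preincubation; ADP generated competes with ADP-d2 for Eu-cryptate antibody, lowering FRET.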
The depositor's hits bear a star; i = inactive; ? = inconclusive; / = no result given; & = joins results of further samples; [ ] = remark or other dose. Unless noted, the call rests on the fitted dose curve; in most records, active means well fitted curve in the direction sought with a large enough effect; inconclusive means small, poorly fitted or top-dose-only effect, or another doubt; inactive means no such curve, though single readings can be large; an effect the other way counts as inactive or inconclusive.

SMILES	A549 tox	EPAC2 ag	Nrf2 ARE act	EPAC2 antag	TGFb SMAD3 inh	Nrf2 inh	CCT chaperon mod	pAkt inh	MmCpn inh
CCC(=O)N1CCN(c2ccc(Cl)cc2NC(=O)c2ccc([N+](=O)[O-])o2)CC1	-5%	5%	11µM*	-8%	?	-4%	-1.7	i	-3%
O=C(O)c1ccc(-n2ncc3c2/C(=C\c2cccc([N+](=O)[O-])c2)CC3)cc1	3%	7%	3.9%	-4%	-20%	?	1.1	i	/
COc1ccc(-c2cc(CC3(C(=O)O)CCN(C(=O)OC(C)(C)C)CC3)on2)c(OC)c1	0%	9%	-0.5%	-11%	8%	-4%	1.9	i	2%
COc1ccc(/C(N)=N/OC(=O)Cc2ccccc2)cc1	1%	8%	2.5%	-11%	-3%	?	1.0	i	1%
CC(=O)NCC1COc2ccccc2O1 (stereo not given)	-1%	10%	0.0%	3%	1%	3%	-1.5	i	-26%
CCN(CC)c1ccc(/C=N/NC(=O)c2ccc3c(c2)OCCO3)cc1	-6%	15%	0.6%	-11%	-3%	10%	-2.8	i	-4%
Fc1ccc2cc(-c3ccsc3)ncc2c1	1%	11%	8.9µM*	-2%	-22%	?	-2.9	i	-1%
O=C(COc1ccccc1)Nc1ccc2c(c1)nc1n2CCOC1	-1%	-1%	2.0%	16%	-9%	1%	1.0	i	-1%
O=S(=O)(Nc1ccc(-c2cnco2)cc1)c1ccccc1	-1%	8%	-0.1%	-8%	6%	-31%	-1.0	i	-1%
CN=c1scc(C)n1/N=C/c1ccc(O)c(O)c1O	-11%	13%	4.0%	-7%	?	17%	-1.0	i	?
COc1ccc(C(=O)Nc2cccc(S(=O)(=O)NC3=NCCC3)c2)cc1OC	2%	-4%	-0.5%	-8%	-3%	5%	-2.4	i	-2%
O=C(/C=C/c1ccc(F)cc1)c1ccccc1Br	?	12%	0.5%[9.22 µM]	-1%	?	?	-1.9	i	-2%
COc1ccc(C(=O)OCC(=O)c2ccc3c(c2)NC(=O)CO3)cc1[N+](=O)[O-]	0%	9%	-0.1%	16%	-2%	-7%	0.6	i	-1%
COc1cc([C@@H]2CC=C(C(=O)O)CN2S(=O)(=O)c2ccc(C)cc2)cc(OC)c1OC	3%	1%	0.3%	12%	?	2%	0.4	i	-2%
N#CC1(C#N)[C@@H](C(=O)C23CC4CC(CC(C4)C2)C3)C12CCOCC2	-3%	3%	-0.3%	-1%	?	2%	-2.7	i	1%
O=C(Nc1nnc([C@@H]2C[C@H](O)[C@@H](CO)O2)s1)c1cccs1	/	8%	0.2%	5%	17%	/	-2.0	i	/
Cc1c(-c2c(C#N)c(N)nc3c2CCCCCC3)cnn1C	-2%	4%	0.1%	6%	0%	2%	-2.8	i	?
CCn1cc(C2C(C(=O)Nc3cc(C)ccn3)=C(C)NC3=C2C(=O)CC(C)(C)C3)c(C)n1 (stereo not given)	-3%	8%	-0.1%	3%	8%	13%	-1.7	i	-2%
O=C(CCc1ccccc1)OCCOC(=O)CCc1ccccc1	1%	7%	0.1%	-6%	-17%	9%	-2.5	i	-1%
O=[N+]([O-])c1c(Nc2ccc(O)cc2)cc(Cl)c2nonc12	?	-7%	-3.8%	5%	2.8µM*	2%	-1.1	i	?
Cc1ccc(NC(=O)Cc2nnc(SCC(=O)NC3CCCC3)n2C)cc1	-13%	3%	-0.3%	3%	17%	4%	-0.2	i	2%
COc1ccc(S(=O)(=O)Oc2c(OC)cc(C(=S)N3CCOCC3)cc2OC)cc1	-1%	4%	-0.2%	-10%	36%[activator]	-9%	0.9	i	1%
CCCS(=O)(=O)NC(=O)C1(C)CCCN(C(=O)COc2ccc(Cl)cc2Cl)C1 (stereo not given)	/	13%	0.6%	0%	-3%	/	-0.6	i	/
O=C(COC(=O)c1ccccc1NCCO)Nc1cc(C(F)(F)F)ccc1N1CCOCC1	-4%	9%	1.6%	-14%	-14%	-10%	-1.8	i	-3%
O=C(NC(=S)N1CCCCCC1)c1ccccc1Cl	-1%	13%	0.3%	-9%	-8%	?	-0.6	i	0%
New compounds follow
SMILES	A549 tox	EPAC2 ag	Nrf2 ARE act	EPAC2 antag	TGFb SMAD3 inh	Nrf2 inh	CCT chaperon mod	pAkt inh	MmCpn inh
COc1ccc(-c2csc(NC(=O)C3COc4ccccc4O3)n2)cc1OC (stereo not given)	-1%	16%	3.8%	4%	-13%	?	-1.2	i	0%
Cc1cc2nn(-c3ccccc3)nc2cc1NC(=O)COc1ccc(Cl)cc1	-1%	/	0.6%	/	-6%	19%	/	/	/
O=C(NC1CCCC1)C(c1ccccn1)N(C(=O)c1csnn1)c1ccc(F)cc1 (stereo not given)	-3%	1%	-0.6%	21%	-2%	-7%	-0.5	i	-10%
O=[N+]([O-])c1ccc(/C=N\N2CCN(Cc3ccccc3Cl)CC2)cc1	/	13%	-0.5%	2%	10%	/	-1.1	i	/
CCc1cc(CNC(=O)C2CCC(=O)N(Cc3ccccc3F)C2)on1 (stereo not given)	/	-3%	-0.8%	2%	8%	/	1.8	i	/
Cc1ccccc1CN1C(=O)C(O)(CC(=O)c2cccc(Br)c2)c2ccccc21 (stereo not given)	-6%	/	-0.5%	/	13µM*	-27%	/	/	/
CCC(=O)N1CCC1(C)C(=O)NCc1ccccc1SC (stereo not given)	/	6%	0.2%	-5%	10%	/	1.3	i	/
O=C(C1CCCCC1)N1CCC2CC1c1cc(N3CCCCC3)ccc12 (stereo not given)	/	-1%	-0.2%	4%	-17%	/	-1.4	i	/
CCOC(=O)c1cnc(SCC(=O)Nc2nc(C)c(C)s2)nc1N	/	5%	0.8%	-5%	11%	-24%	-2.0	i	2%
CCN=C1S/C(=C/c2ccc(-c3ccc(F)cc3)o2)C(=O)N1CC	-13%	-13%	5.5%	-26%	1%	-11%	-1.1	i	-8%
COc1ccc(-c2n[nH]c(=S)n2Cc2ccccc2)cc1	-2%	8%	-0.6%	-3%	-6%	?	-0.9	i	2%
Cc1ccccc1C(=O)Nc1ccnn1C1CCN(Cc2ccc(CO)o2)CC1	-1%	-2%	0.4%	4%	1%	13%	-0.3	i	-11%
N#CC1=C(N)Oc2n[nH]c(-c3cccs3)c2C1c1ccncc1 (stereo not given)	-4%	-3%	0.7%	-2%	-9%	1%	-2.5	i	-1%
COc1ccc(-n2c(=O)c3sc4ccccc4c3n(CC(=O)Nc3cccc(C)c3)c2=O)cc1	-7%	/	0.7%	/	2%	7%	/	/	/
Cc1cccc(NS(=O)(=O)c2cccc(C(=O)N3CCCC(C(F)(F)F)C3)c2)c1 (stereo not given)	0%	8%	-0.6%	2%	3%	-26%	-8.3	i	-6%
O=C(Nc1ccccc1)c1ccc(S(=O)(=O)N2CCOCC2)cc1	7%	4%	0.2%	-1%	27%	?	-1.6	i	-1%
CC1(C)CNC(=O)CC(C)(C)N1O	-4%	12%	0.1%	-3%	-27%	6%	1.9	/	0%
O=C(Nc1cnn(Cc2ccccc2)c1)c1cc2nc(-c3ccco3)cc(C(F)(F)F)n2n1	-11%	-7%	4.4%	6%	-1%	-21%	1.8	i	-1%
Cc1nc2cc3sc(C)nc3cc2s1	0%	-4%	-0.1%	-2%	17%	8%	-6.0	i	-1%
CN1CCN(Cc2nc3ccccc3c(=O)n2Cc2nc(-c3ccc4ccccc4c3)cs2)CC1	?	7%&13%	?	2%&6%	?	?	-0.8&0.6	i	-1%
COc1ccccc1NC(=O)c1cc2c(=O)n(C)c3ccccc3c2n1C	0%	6%	-0.4%	5%	?	?	-1.5	i	-2%
COc1ccc(C2/C(=C(\O)c3ccc4c(c3)OCCO4)C(=O)C(=O)N2c2nc(C)c(C(C)=O)s2)cc1 (stereo not given)	-11%	-6%	2.2%	-11%	-1%	4%	-0.9	i	-1%

3 records picked at random from those above, as already listed:
SMILES	A549 tox	EPAC2 ag	Nrf2 ARE act	EPAC2 antag	TGFb SMAD3 inh	Nrf2 inh	CCT chaperon mod	pAkt inh	MmCpn inh
CC1(C)CNC(=O)CC(C)(C)N1O	-4%	12%	0.1%	-3%	-27%	6%	1.9	/	0%
Cc1cccc(NS(=O)(=O)c2cccc(C(=O)N3CCCC(C(F)(F)F)C3)c2)c1 (stereo not given)	0%	8%	-0.6%	2%	3%	-26%	-8.3	i	-6%
Cc1cc2nn(-c3ccccc3)nc2cc1NC(=O)COc1ccc(Cl)cc1	-1%	/	0.6%	/	-6%	19%	/	/	/

In the list so far, these contain an NH in an aromatic ring:
SMILES	A549 tox	EPAC2 ag	Nrf2 ARE act	EPAC2 antag	TGFb SMAD3 inh	Nrf2 inh	CCT chaperon mod	pAkt inh	MmCpn inh
COc1ccc(-c2n[nH]c(=S)n2Cc2ccccc2)cc1	-2%	8%	-0.6%	-3%	-6%	?	-0.9	i	2%
N#CC1=C(N)Oc2n[nH]c(-c3cccs3)c2C1c1ccncc1 (stereo not given)	-4%	-3%	0.7%	-2%	-9%	1%	-2.5	i	-1%

An excerpt; count on the stated rates, not on these rows.
